High-throughput results from PubChem.
Pf apPOL inh: Pf-apPOL inhibitors, biochemical, fluorescence | Plasmodium falciparum apicoplast DNA polymerase (apPOL) | Recombinant Pf-apPOL, molecular beacon fluorescence, 1.5 h | inhibition, % at 10 µM | actives 0.25% (n = 210,000)
mHTT CaM bind: mutant huntingtin-calmodulin interaction inhibitors – biochemical, AlphaScreen, primary screen; actives 3.6% (n = 190,000); AlphaScreen His-mHTT/GST-CaM binding, luminescence; inhibition, % at 15 µM; P42858;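 further: 0% = both proteins with DMSO and 100% = one protein alone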
An asterisk follows results filed as active; i = inactive; x = not tested or not shown; & = joins results of further samples. No stated cut-off is given here; in the data, active means inhibition above about 50%; inactive means the rest.

SMILES | Pf apPOL inh | mHTT CaM bind
CC(=O)NC1=NN(C(C)=O)C(C)(CS(=O)(=O)c2ccc(Cl)cc2)S1 (stereo not given) | 4 | -3
Cc1noc(C2CCCCN2C(=O)c2ccoc2)n1 (stereo not given) | 4 | 0
CC(C)NC(=O)c1ccc(OCC2CCCN(C(=O)c3c(F)cccc3F)C2)cc1 (stereo not given) | 3 | 20
O=C(c1cccc2[nH]ccc12)N1CCC(Nc2cccnc2)C1 (stereo not given) | 1 | 6
CSCCC(NS(=O)(=O)c1ccc(Cl)c(C(F)(F)F)c1)C(=O)O (stereo not given) | 4 | -3
COc1cc(CN2CCN(Cc3ccco3)CC2)cc(OC)c1OC | -4 | 3
COc1ccccc1C=C1Oc2c(ccc3c2CN(Cc2ccncc2)CO3)C1=O | -30 | 5
O=C(Nc1c2c(nn1-c1cccc(Cl)c1)CSC2)c1ccccc1Br | -2 | 2
COc1cc(C(=O)N(Cc2cccs2)C2CCS(=O)(=O)C2)cc(OC)c1OC (stereo not given) | -5 | -10
Cc1nc(NCCNC(=O)c2ccc(Br)o2)cc(-n2cccn2)n1 | -7 | -15
Cc1cc(CO)c(O)c(CCc2ccccc2)n1 | 5 | -5
c1ccc(-c2noc(-c3cc(-c4ccncc4)nc4ccccc34)n2)nc1 | -3 | 11
Oc1ccccc1C=NC(N=Cc1ccccc1O)c1ccccc1O (stereo not given) | -1 | x
O=C(Nc1cccc(S(=O)(=O)c2cccc(NC(=O)c3ccco3)c2)c1)c1ccco1 | -7 | 26
CCc1ccc(N(CC)C(=O)c2ccc3[nH]c4c(c3c2)CN(C(C)=O)CC4)cc1 | -2 | 68*
Cc1ccc(CNC(=O)C(C)C2CCN(S(=O)(=O)c3ccc(Cl)s3)CC2)o1 (stereo not given) | 2 | -2
O=C(COc1ccc(Cl)cc1Cl)Nc1cccc(C(=O)Nc2nccs2)c1 | -12 | 2
O=C1CSC(c2ccccc2F)N1c1cc(Cl)ccc1O (stereo not given) | -5 | -2
Cc1cccc(-c2cc(C(=O)NC3CCCC3)no2)c1 | -3 | -13
O=C1C=CC(=O)C(C2=C3C(=O)N(CCc4ccccc4)CC(=O)N3CCC2)=C1 | -5 | 80*
N#Cc1ccc(OCc2ccc(C(F)(F)F)cc2)cc1 | -12&-3 | x
O=C(CC1CCCC1)N1CCCCC1c1nc(-c2cccnc2)no1 (stereo not given) | -8 | -9
O=C(NCc1ccccn1)c1cnn(-c2ccc(Cl)cc2)c1C(F)(F)F | -11 | 6
CCn1cnc2c1c(=O)n(C1CCCCC1)c(=O)n2-c1ccccc1Cl | 1 | 19
O=C(Nc1cccc(C(=O)NC2CC2)c1)c1ccccc1 | -4 | -3

Ordered by SMILES length (descending): some entries from above.
SMILES | Pf apPOL inh | mHTT CaM bind
O=C(Nc1cccc(S(=O)(=O)c2cccc(NC(=O)c3ccco3)c2)c1)c1ccco1 | -7 | 26
O=C(Nc1c2c(nn1-c1cccc(Cl)c1)CSC2)c1ccccc1Br | -2 | 2
O=C(c1cccc2[nH]ccc12)N1CCC(Nc2cccnc2)C1 (stereo not given) | 1 | 6
COc1cc(CN2CCN(Cc3ccco3)CC2)cc(OC)c1OC | -4 | 3
Cc1cccc(-c2cc(C(=O)NC3CCCC3)no2)c1 | -3 | -13
Cc1noc(C2CCCCN2C(=O)c2ccoc2)n1 (stereo not given) | 4 | 0

The list goes on.
SMILES | Pf apPOL inh | mHTT CaM bind
COc1ccccc1CNC(=O)c1cc2n(n1)CCCN(Cc1ccc(F)cc1)C2=O | -6 | 17
Cc1cc(C)n(-c2ccc(SCc3ccccc3Cl)nn2)n1 | -5 | -43
CCc1ccccc1S(=O)(=O)N1CCc2c(c(-c3nc(C4CC4)no3)nn2C)C1 | -1 | 8
CC1(C)CC(=O)C2=C(C1)OC(N)=C(C#N)C2Cc1ccccc1 (stereo not given) | -1 | -2
COc1ccccc1C=CC(=O)OCC1CCCN2CCCCC12 (stereo not given) | -15 | x
Cc1cc(Oc2ncnc(N)c2[N+](=O)[O-])cc(C(C)C)c1 | -3 | 17
CN(C)c1cccc(NC(=O)c2ccc(F)cc2)c1 | -2 | 10
CC(C)c1ccc(S(=O)(=O)N2CCC(c3ccncc3)CC2)cc1 | -1 | -5
O=C(C=CNCc1ccccc1)c1ccc(Br)cc1 | -3 | -12
CC(=O)Nc1ccc(N2C(=O)C3CCCCC3C2=O)cc1Cl (stereo not given) | -3 | 1
CCOC(=O)c1nc(-c2ccc([N+](=O)[O-])o2)no1 | 13 | x
O=C(Cc1ccc([N+](=O)[O-])cc1)NCCOc1ccc(F)cc1 | -9 | -6
COc1cccc(N2C(=O)C3CCCN3C2c2ccc(N(C)C)cc2)c1 (stereo not given) | 2 | 20
COCCNC(=O)N1CCc2[nH]nc(-c3ccc(C)cc3)c2C1 | -8 | 3
COc1ccc(C2=N/C(=C\c3cccc(OC)c3OC)C(=O)O2)cc1OC | -2 | 3
N#CC1=C(N)Oc2n[nH]c(-c3ccccc3)c2C1c1cccnc1 (stereo not given) | -1 | 5
CC1(C)OCC2(CO1)CN(C(=O)C=Cc1ccco1)C2 | -2 | -1
COc1ccc(CCNC(=O)Nc2cc(F)c(F)cc2Cl)cc1OC | -4 | 0
N#C/C(=C\c1ccc(-c2cccc(C(=O)O)c2)o1)c1nc2ncc(Br)cc2[nH]1 | 2 | 26
CCOc1ccc(C(C)C)cc1S(=O)(=O)Nc1cccnc1 | 1 | 1
O=c1cc(-c2cc(Br)cc3c2OCOC3)oc2ccc(Cl)cc12 | 4 | 4
O=C(O)CNC(=O)/C(=C\c1ccc2c(c1)OCO2)NC(=O)c1ccco1 | -5 | -2
COc1ccc2c(c1)c(=O)oc1cc(OCC(N)=O)ccc12 | -16 | 5
Nc1ncnc(NCCCO)c1[N+](=O)[O-] | 2 | -3
CCn1cnnc1C1CCCCN1S(=O)(=O)c1ccccc1F (stereo not given) | -8 | -4

More results
SMILES | Pf apPOL inh | mHTT CaM bind
Cc1cccc(CSC2=NCCN2C(=O)Cc2ccc(F)cc2)c1 | -5 | -24
CC1CCN(CC2CCN(S(=O)(=O)c3ccc(F)c(Cl)c3)CC2)CC1 | -2 | -6
COc1ccc(NC(=O)COc2ccc(Cl)cc2)c([N+](=O)[O-])c1 | 4 | 5
Clc1cc2c(cc1CO/N=C1\CCCc3nonc31)OCO2 | -2 | i
CCOc1ccc(NS(=O)(=O)c2cccs2)cc1 | -3 | 4
Cc1cc(N2C(=O)CC3(CCCC3)CC2=O)ccc1Br | -2 | x
Cc1ccc(N2C(=O)CC(N3CCN(c4ccc(F)cc4)CC3)C2=O)c(C)c1 (stereo not given) | -43 | 13
Nc1ccc(-n2cncn2)cc1 | -4 | x
NC(=O)CSc1nc2sc3c(c2c(=O)n1-c1ccc(Cl)cc1)CCC3 | -3 | 2
Cc1cc(C2CCCN2C(=O)c2c(Cl)cnn2C)no1 (stereo not given) | -10 | -7
CCOC(=O)N1CCC(NC(=O)c2ccc(Cl)cc2)CC1 | -12&-9 | x
O=C(CC12CC3CC(CC(C3)C1)C2)N1CCN(CCO)CC1 | -3 | -5
Cc1nc2c(c3c1[nH]c1ccccc13)C(=O)CC(C)(C)C2 | -2 | -10
CCCn1cc(CNC(=O)C2CCc3sc(C(=O)N(C)C)cc3C2)c(C)n1 (stereo not given) | -8 | -3
CC1=C(C(=O)Nc2ccccc2)C(c2cccc([N+](=O)[O-])c2)n2nnnc2N1 (stereo not given) | -1 | -1
Cc1ccc(-n2c(-c3ccc(Cl)cc3)cn3c4c(=O)n(C)c(=O)n(C)c4nc23)cc1 | 0 | -1
C1=C(c2cccs2)CC(c2cccs2)=NN=C1c1cccs1 | 0 | 41
CC(C)Sc1ccc(Cc2nnc(NC(=O)c3ccc([N+](=O)[O-])o3)o2)cc1 | -196 | 9
Cc1c(C(=O)NC(C)C)sc2nc(-c3ccccc3)cn12 | -5 | 7
CC(C)N1CCN(C(=O)c2ccc(F)cc2)CC1 | -2 | -5
CN(C)c1ccc(C2SCCN2C(=O)c2cc3cc(Br)ccc3oc2=O)cc1 (stereo not given) | -6 | 6
CC(C)c1ccc(N2CC(C(=O)NCc3cccnc3)CC2=O)cc1 (stereo not given) | -1 | -1
Cc1ccc(-c2ncccc2CNC(=O)c2ccc3c(c2)OCO3)cc1 | -3 | 2
O=C(NCc1ccc(F)cc1)c1ccc(-n2nc(N3CCCC3)ccc2=O)cc1 | 0 | -6
CCc1noc(C2(NC(=O)c3cccc(F)c3)CCCCC2)n1 | -6 | -6

Compounds from the list above containing a thiophene ring, fused or not, in the order listed:
SMILES | Pf apPOL inh | mHTT CaM bind
COc1cc(C(=O)N(Cc2cccs2)C2CCS(=O)(=O)C2)cc(OC)c1OC (stereo not given) | -5 | -10
Cc1ccc(CNC(=O)C(C)C2CCN(S(=O)(=O)c3ccc(Cl)s3)CC2)o1 (stereo not given) | 2 | -2
CCOc1ccc(NS(=O)(=O)c2cccs2)cc1 | -3 | 4
NC(=O)CSc1nc2sc3c(c2c(=O)n1-c1ccc(Cl)cc1)CCC3 | -3 | 2
CCCn1cc(CNC(=O)C2CCc3sc(C(=O)N(C)C)cc3C2)c(C)n1 (stereo not given) | -8 | -3
C1=C(c2cccs2)CC(c2cccs2)=NN=C1c1cccs1 | 0 | 41

(list continues)
SMILES | Pf apPOL inh | mHTT CaM bind
C=C1c2ccccc2O[C@H](C(=O)OCC)C1OC (mixture of isomers) | -7 | -4
COc1ccc(OC)c(NC(=O)c2sc3ncn(Cc4cccc(F)c4)c(=O)c3c2C)c1 | -5 | 4
N#C/C(=C\c1ccc(-c2cccc([N+](=O)[O-])c2)o1)C(=O)Nc1cccc(C(F)(F)F)c1 | -1 | 9
CC1(C)C(=CCC(=O)O)C2CCC1C2 (stereo not given) | 5 | x
CN(C)CCNC(=O)c1ccn2c(-c3cccc(Cl)c3)nnc2c1 | -5 | 2
O=C(CCn1c(=O)oc2ccccc21)Sc1ccc(C(F)(F)F)cc1 | -6&-6 | x
Cc1ccc2nc(/C(C#N)=C/c3cc([N+](=O)[O-])c(N4CCOCC4)cc3N3CCOCC3)[nH]c2c1 | -3 | 44
O=C(CCCCCN1C(=O)c2cccc([N+](=O)[O-])c2C1=O)Nc1ccccc1F | 14 | 3
O=C(Nc1ccccc1[N+](=O)[O-])C(c1ccccc1)c1ccccc1 | -12 | 13
CC1=C(C(=O)Nc2ccc(F)cc2F)C(c2cccnc2)C2=C(CC(C)(C)CC2=O)N1 (stereo not given) | -8 | 0
Cc1ccc(C(C)NC(=O)c2cn3c(n2)CCCC3)c(C)c1 (stereo not given) | 1 | 12
CC(Cc1cccs1)NS(=O)(=O)c1ccc2c(c1)OCCO2 (stereo not given) | -3 | -11
CC(C)(C)C1CCc2c(sc3c2C(=O)NC(c2cccs2)N3)C1 (stereo not given) | -8 | 5&15
O=C(c1ccco1)N1CCN(Cc2cc(=O)c(OCc3ccc([N+](=O)[O-])cc3)co2)CC1 | -3 | -10
Cc1ccccc1CSc1ncc(C#N)c(N)n1 | -4 | 2
Cc1csc(NC(=O)c2ccc(S(=O)(=O)Nc3ccc(OC(F)(F)F)cc3)o2)n1 | -2 | 24
CCOc1c(O)ccc(/C=C2\C(=O)Nc3ccc(Br)cc32)c1[N+](=O)[O-] | -23 | 94*
CC1(C)OC(=O)C(=Cc2ccc(-c3ccc(Br)cc3)o2)C(=O)O1 | 4 | 18
COc1cccc(C2CC(c3ccc(OC)c(OC)c3)n3ncnc3N2)c1 (stereo not given) | -4 | 4
COc1ccc(N2C(=O)CC(N(Cc3ccco3)C(=O)CCC(=O)O)C2=O)cc1 (stereo not given) | 0 | -4
O=C(Nc1c2c(nn1-c1cccc(Cl)c1)CSC2)C1CCCC1 | -2 | 34
CC1CCc2c(sc3ncn(-n4cccc4)c(=O)c23)C1 (stereo not given) | -32 | 3
Cc1ccc(NC(=O)c2cc3c(CO)cnc(C)c3oc2=Nc2cccc(C)c2)cc1 | -1 | 1
O=C1C(=O)N(c2ccccc2)C(c2ccccc2)C1=C(O)c1ccccc1 (stereo not given) | -4 | 2
O=C(Nc1ccc(-c2nc3ccccc3o2)c(O)c1)c1ccccc1I | 14 | 38

Carrying on.
SMILES | Pf apPOL inh | mHTT CaM bind
O=C(c1ccc2ncsc2c1)N1CCN(C(=O)C2CC2c2ccccc2)CC1 (stereo not given) | 0 | -6
COc1ccc(NC(=O)C2CCC(Cn3c(=O)[nH]c4ccsc4c3=O)CC2)cc1Cl (stereo not given) | -7 | 5
CC(=O)Nc1ccc(S(=O)(=O)Nc2ccc3c(c2)OC2(CCCCC2)O3)cc1 | -2&-10 | 36&39
CCc1ccc(CNC(=O)C2CCN(c3cc(=O)n(C)c(=O)n3CC)CC2)cc1 | -4 | 41
Cc1ccc(NC(=O)N2CC(C)Oc3ccc(C)cc32)c(C)c1 (stereo not given) | -4 | 1
Cc1ccc(NC(=O)NC2CCCCC2)cc1Cl | 7 | -4
COc1ccc(-c2nnc(NC(=O)CCCS(=O)(=O)Cc3ccccc3)o2)c(OC)c1 | 1 | 8
O=C(NCCc1ccccc1)C(=O)NCC1CCN(Cc2ccco2)CC1 | -11 | -1
CCn1c(/C(C#N)=C/c2ccc([N+](=O)[O-])cc2)nc2ccccc21 | -2 | 11
O=C(c1ccc2snnc2c1)N1CCCCCC1 | -1 | 0
CCOC(=O)C1CCCCN1C(=O)c1c(SC)nsc1SC (stereo not given) | -3 | x
O=C(NCC1COC2(CCCCC2)O1)c1cc(Cl)ccc1[N+](=O)[O-] (stereo not given) | -1 | -5
Cc1ccc(N2CCN(C(=O)NC(C)C)C(C)C2=O)c(C)c1 (stereo not given) | -4 | 2
COc1ccc(C(=O)N(C(C)C)C(C)C)c(OC)c1 | -6 | -6
